# Lamin A splicing – changes lamin A minigene splicing in HeLa cells; Potency, µM (titrated, usually from 46.1 µM), for the others: at the top dose ratio change, negative = inhibition, hits mostly inhibitors; HeLa LMNA splicing GFP/RFP minigene ratio, 48 h; hit rate 0.01% among 200,000; active = well fitted inhibition curve with a large enough effect in the signal ratio, with a control signal flat, not every such curve was filed as active; inconclusive = small, poorly fitted or top-dose-only effect, or effect the other way, or a change in a side signal; the % refers to the signal ratio; note: potency is the fitted concentration of half-maximal effect; % is set by controls: 0 for no effect and ±100 for the full control effect
#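 Read-out is the ratio of GFP to DsRed2 object intensity, acquired by 488 nm laser-scanning cytometry on HeLa lamin A-EGFP minigene reporter cells. Compound incubation 48 hrs at 37 °C in Opti-MEM with 2% FBS; DMSO 0.5% final.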
# NPSR antag – neuropeptide S receptor (human) antagonism, cAMP | Potency, µM (series often up to 38.3 µM), for inactives: at the top dose activity change, negative = inhibition, actives largely listed as inhibitors | CHO-NPSR cells, cAMP TR-FRET, antagonist mode | Q6W5P4 | hit rate 1% among 220,000; note: potency is the fitted concentration of half-maximal effect; % is set by controls: 0 for no effect and ±100 for the full control effect; nearly all actives have a fitted effect of over 50% in size; many of its hits are not listed in these tables
# Target sequence (Q6W5P4 whole entry, looked up): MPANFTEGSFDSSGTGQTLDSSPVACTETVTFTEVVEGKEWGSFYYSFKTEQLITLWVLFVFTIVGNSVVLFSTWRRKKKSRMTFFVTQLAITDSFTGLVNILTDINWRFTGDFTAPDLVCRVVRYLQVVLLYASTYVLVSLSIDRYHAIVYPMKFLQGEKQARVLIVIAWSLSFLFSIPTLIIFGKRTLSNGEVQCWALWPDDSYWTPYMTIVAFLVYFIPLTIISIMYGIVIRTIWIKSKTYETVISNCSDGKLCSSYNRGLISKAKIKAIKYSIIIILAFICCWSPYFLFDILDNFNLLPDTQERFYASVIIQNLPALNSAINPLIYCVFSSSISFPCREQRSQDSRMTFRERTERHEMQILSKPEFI
# IMPase Li cell – IMPase inhibition in cells with lithium potentiation; AID 1457; Potency, µM (series often up to 59.4 µM), inactives show at the highest dose activity, negative = IMPase inhibition, most hits filed as inhibitors; hit rate 0.35% among 210,000; CHO-M1 cells, IP1 TR-FRET (IP-One), carbachol + lithium;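 note: IP1 builds up when IMPase is blocked and the TR-FRET signal falls; potency is the fitted concentration of half-maximal effect; plate controls were basal vehicle for no effect and high inhibitor control for full effect; nearly all actives have a fitted effect of over 50% in size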
#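 Concentration–response in CHO-M1 cells, lithium-potentiated; 30 min at 37C. IP1 detected by competitive TR-FRET after 10 min lysis at RT. Hill-fitted AC50.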
# Epigenetic reg – regulators of epigenetic silencing causing reporter derepression in mouse cells | murine LDR cells, GFP reporter derepression, 30 h | Potency, µM (highest dose often 53.9 µM), for inactives: top-dose GFP activation, actives largely listed as activators | hit rate 0.2% among 280,000 | AID 1865; note: potency is the fitted concentration of half-maximal effect; % of control where 0% means no effect; nearly all actives have a fitted effect of over 60% in size
#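 In this reporter-derepression format, murine cells bearing a silenced integrated CMV-GFP locus incubate with test compound (30 h, 37 C), then are washed and imaged; fluorescent objects of 20–120 um count as induced cells.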
# HttQ103 aggreg – mutant huntingtin aggregation inhibition; PC12 HttQ103-GFP aggregates, Acumen cytometry, 40 h; Potency, µM (titrated, usually from 46.1 µM), for inactives: top-dose activity change, negative = inhibition, most hits filed as inhibitors; hit rate 1.1% among 220,000; AID 1688; note: potency is the fitted concentration of half-maximal effect; % is set by controls: 0 for no effect and ±100 for the full control effect; nearly all actives have a fitted effect of over 60% in size
#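 PC12/HTTQ103-GFP, ecdysone-inducible; teb 100 nM; cpd qHTS titration; GFP aggregates read on laser cytometer, Ex 488/Em 500-530 nm.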
# KinaseGlo FLuc – counter-screen: inhibitors of Kinase-Glo firefly luciferase | Q27757 | Kinase-Glo luciferase, ATP luminescence, 8 min | Potency, µM (titrated, usually from 38.3 µM), for inactives: at the highest dose activity change, negative = inhibition, actives largely listed as inhibitors | hit rate 0.28% among 200,000 | AID 1379; note: potency is the fitted concentration of half-maximal effect; % is set by controls: 0 for no effect and ±100 for the full control effect; nearly all actives have a fitted effect of over 60% in size
#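 Compound is pinned into ATP-containing buffer (10 uM ATP, imidazole pH 7.2, 7 mM MgCl2). Kinase-Glo luciferase reagent is then added. Light output is recorded following an 8-min room-temperature incubation.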
# CBFb RUNX1 block – blocks binding between human CBF-beta and RUNX1. AID 1477. Potency, µM (highest dose often 59.8 µM), inactives show at the highest dose activity, negative = inhibition, actives largely listed as inhibitors. 230,000 tested, under 10 active. AlphaScreen CBFb-His/RUNX1-biotin binding, biochemical; note: % of control where 0% means no effect
# Target sequence (Q01196 whole entry, looked up): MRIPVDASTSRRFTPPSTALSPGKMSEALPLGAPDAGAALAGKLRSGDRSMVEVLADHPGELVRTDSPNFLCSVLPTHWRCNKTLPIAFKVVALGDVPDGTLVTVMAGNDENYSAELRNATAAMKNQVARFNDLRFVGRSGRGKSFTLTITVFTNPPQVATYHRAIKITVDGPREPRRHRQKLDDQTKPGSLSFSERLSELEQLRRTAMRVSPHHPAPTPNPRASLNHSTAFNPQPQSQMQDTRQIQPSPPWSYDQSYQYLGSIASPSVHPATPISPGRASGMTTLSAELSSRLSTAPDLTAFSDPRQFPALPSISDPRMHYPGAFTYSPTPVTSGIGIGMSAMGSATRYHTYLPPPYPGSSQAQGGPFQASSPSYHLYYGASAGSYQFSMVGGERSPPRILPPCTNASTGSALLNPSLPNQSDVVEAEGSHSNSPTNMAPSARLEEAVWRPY
# Target sequence (Q13951 whole entry, looked up): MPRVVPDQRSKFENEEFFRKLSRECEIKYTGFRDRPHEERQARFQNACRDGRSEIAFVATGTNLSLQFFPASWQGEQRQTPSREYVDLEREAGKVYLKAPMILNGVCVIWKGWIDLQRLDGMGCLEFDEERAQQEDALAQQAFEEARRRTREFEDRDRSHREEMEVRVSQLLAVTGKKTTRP
#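 CBF-beta (His) and RUNX1 (biotin), 30 nM each; 20 min preassociation; + compound, 15 min; + beads 50 ng each (Ni, streptavidin), 90 min; RT; AlphaScreen read.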
# * marks the source's active call; other numbers are inactive results; u = inconclusive; x = no result given; [ ] = another dose, or the depositor's remark. Unless noted, calls come from the whole dose curve; as a rule, active = well fitted curve in the direction sought with a large enough effect; inconclusive = small, poorly fitted or top-dose-only effect, or another doubt; inactive = no such curve, though single readings can be large; an effect the other way counts as inactive or inconclusive. These rows are one share of the data; rates above refer to the full screens.
SMILES,Lamin A splicing,NPSR antag,IMPase Li cell,Epigenetic reg,HttQ103 aggreg,KinaseGlo FLuc,CBFb RUNX1 block
O=C(O)C1C2CCC(C2)C1C(=O)NCCC1=CCCCC1 (stereo not drawn),-7.1%,6.7%,-5.9%,0.0%,-2.6%,10.8%,-4.0%
c1ccc(N2CCN(c3c4c(nc5ncnn35)CCC4)CC2)cc1,u,11.9%[46.1 µM],-5.9%[38.3 µM],2.9%,-31.7%,-5.9%,2.3%
N#CCSc1nc2sc3c(c2c(=O)n1C1CCCCC1)CCCC3,u,u,3.1%[38.3 µM],-1.9%,9.8%,1.7%,6.2%
COc1ccc(N2C(=O)S[C@@H]3CS(=O)(=O)C[C@@H]32)cc1,-7.1%,16.0%,9.2%,0.9%,-4.4%,-1.2%,-11.8%
COC(=O)c1sc(S(=O)(=O)N2CCCCC2)c(C(=O)OC)c1C,11.7%,-15.0%[46.1 µM],16.3%[38.3 µM],1.0%,6.7%,0.2%,1.7%
CCOC(=O)CSc1nnc(Cn2c(=O)sc3ccccc32)n1-c1ccccc1C,3.8%,-1.0%[46.1 µM],20.4%,0.0%,-29.7%,-0.2%,-1.1%
CCC1(NC(C)=O)CC2CC1CC2NC(C)=O (stereo not drawn),-9.0%,2.2%[46.1 µM],11.3%[38.3 µM],0.0%,-8.7%,3.6%,2.6%
Cc1nn(Cc2ccc(Cl)cc2Cl)c(Cl)c1/C=C/C(=O)OCC(=O)NCC(F)(F)F,10.9%,-12.2%[46.1 µM],44.4%[activator][38.3 µM],0.0%,-2.9%,-2.8%,0.4%
Cc1ccc(/C=N/NC(=S)NC(C)C)o1,9.2%,u,15.2%[38.3 µM],u,12.3%,-5.5%,-5.1%
CNC(=O)C1Cc2ccccc2CN1S(=O)(=O)c1cccs1 (stereo not drawn),-5.7%,8.5%,-3.0%,1.1%,9.1%,0.8%,-2.6%
N#Cc1ccccc1OCCN1C(=O)c2ccccc2C1=O,-5.9%,-14.0%[46.1 µM],41.1%[activator][38.3 µM],-2.1%,8.0%,-7.6%,0.2%
CC(C)(C)c1ccc(OCC(=O)NCc2ccco2)c(Br)c1,2.5%,-21.3%[46.1 µM],0.6%[38.3 µM],4.8%,24.0%,0.9%,-9.1%
CCOC(=O)N1CCN(Cc2cc(Cl)c3cccnc3c2O)CC1,x,u,16.6%,0.0%,u,2.6%,0.8%
C=CCN1C2CCCC1CC(NC(=O)Nc1cc(C)cc(C)c1)C2 (stereo not drawn),x,9.7%,5.4%,0.0%,2.8%[9.22 µM],x,19.3%
c1ccc(N2CCN(c3cnccn3)CC2)nc1,0.4%,-5.7%[46.1 µM],x,-3.4%,-8.0%,x,1.2%
CC(=O)OCC(=O)[C@@]1(OC(C)=O)[C@H](C)C[C@H]2[C@@H]3C[C@H](F)C4=CC(=O)C=C[C@@]4(C)[C@]3(F)[C@H](O)C[C@@]21C,5.8%,x,4.5%,-0.3%[16.9 µM],x,2.6%[17.1 µM],10.5%[21.7 µM]
CC1CCN(C(=O)/C(=C/c2ccccc2Cl)c2ccccc2)CC1,u,u,25.8%[38.3 µM],-0.9%,-30.9%,-7.0%,0.7%
CCOC(=O)c1[nH]c(C)c(/C(O)=C2\C(=O)C(=O)N(CCCN(C)C)C2c2cccnc2)c1C (stereo not drawn),-0.2%,-4.6%[46.1 µM],-0.9%[38.3 µM],-1.1%,19.0%,-3.8%,-2.5%
O=c1cc(CSc2ccccc2)nc(-c2ccncc2)[nH]1,13.7%[46 µM],-21.8%,-0.4%,8.6%,0.1%,0.3%,-19.5%
NNC(=O)Cn1c(-c2nonc2N)nc2ccccc21,-10.2%[46 µM],2.3%,0.0%,-0.9%,18.7%,-1.5%,-17.6%
CC(C)(C)C(=O)N(Cc1nc2ccccc2c(=O)[nH]1)Cc1cccs1,13.2%,-16.4%,4.9%,-1.0%,14.3%,0.5%,-1.0%
OCCC1CN(Cc2ccc3nsnc3c2)CCN1C1CCCCC1 (stereo not drawn),x,-5.8%,22.7%,-0.2%,-0.6%[9.22 µM],x,3.8%
COc1cc2c(C(=O)N3CCN(Cc4ccc5c(c4)OCO5)CC3)cn(C)c(=O)c2cc1OC,-2.2%,-15.8%[46.1 µM],5.1%,-1.8%,-3.3%,2.2%,-3.9%
CCN1CCCC1CN=Cc1c(O)n(-c2ccccc2)c(=O)c2ccccc12 (stereo not drawn),-4.4%,-4.1%[46.1 µM],50.7%[activator][38.3 µM],0.0%,-21.2%,-2.3%,-0.1%
CCOc1ccc(N2CCc3c(C)nc(SC)nc32)cc1,-27.4%[46 µM],-21.5%,9.8%,4.1%,11.8%[9.22 µM],0.4%,-13.4%

# One compound at a time, from the list above. Order of screens: Lamin A splicing | NPSR antag | IMPase Li cell | Epigenetic reg | HttQ103 aggreg | KinaseGlo FLuc | CBFb RUNX1 block
# c1ccc(N2CCN(c3c4c(nc5ncnn35)CCC4)CC2)cc1 is entered as u | 11.9%[46.1 µM] | -5.9%[38.3 µM] | 2.9% | -31.7% | -5.9% | 2.3%
# OCCC1CN(Cc2ccc3nsnc3c2)CCN1C1CCCCC1 (stereo not drawn) is entered as x | -5.8% | 22.7% | -0.2% | -0.6%[9.22 µM] | x | 3.8%
# COc1ccc(N2C(=O)S[C@@H]3CS(=O)(=O)C[C@@H]32)cc1 is entered as -7.1% | 16.0% | 9.2% | 0.9% | -4.4% | -1.2% | -11.8%
# C=CCN1C2CCCC1CC(NC(=O)Nc1cc(C)cc(C)c1)C2 (stereo not drawn) is entered as x | 9.7% | 5.4% | 0.0% | 2.8%[9.22 µM] | x | 19.3%

# Arranged by the number under Epigenetic reg (falling): three from the list above
Molecule,Lamin A splicing,NPSR antag,IMPase Li cell,Epigenetic reg,HttQ103 aggreg,CBFb RUNX1 block
CC(C)(C)c1ccc(OCC(=O)NCc2ccco2)c(Br)c1,2.5%,-21.3%[46.1 µM],0.6%[38.3 µM],4.8%,24.0%,-9.1%
COc1ccc(N2C(=O)S[C@@H]3CS(=O)(=O)C[C@@H]32)cc1,-7.1%,16.0%,9.2%,0.9%,-4.4%,-11.8%
CCOC(=O)N1CCN(Cc2cc(Cl)c3cccnc3c2O)CC1,x,u,16.6%,0.0%,u,0.8%

# Other compounds follow.
SMILES,Lamin A splicing,NPSR antag,IMPase Li cell,Epigenetic reg,HttQ103 aggreg,KinaseGlo FLuc,CBFb RUNX1 block
CC(Sc1ccccc1)C(=O)Nc1ccc(N2CCOCC2)cc1 (stereo not drawn),2.6%,-27.7%[46.1 µM],3.0%[38.3 µM],1.4%,0.2%,0.7%,-0.1%
O=C(O)c1ccc(/C=N/Nc2ncc(C(F)(F)F)cc2Cl)cc1,x,-8.7%,x,1.5%,7.9%[9.22 µM],x,0.3%
COc1ccc(Cl)cc1N1C(=O)CC(N2CCc3ccccc32)C1=O (stereo not drawn),-6.4%,-1.3%[46.1 µM],13.2%[38.3 µM],2.1%,-1.8%[9.22 µM],-1.8%,-6.1%
Cc1ccc(S(=O)(=O)NCC(=O)OCC(=O)N(Cc2ccccc2)C(C)(C)C)cc1,2.4%,-15.6%,2.7%,-1.8%,11.6%,-1.4%,4.6%
O=C(Nc1ccc2cn[nH]c2c1)c1ccc(S(=O)(=O)N2CCOCC2)cc1,u,-0.9%,4.6%,-2.0%,28.9%,0.0%,0.7%
CCn1nc(C(=O)OCc2cccc(S(=O)(=O)N(C)C)c2)c2ccccc2c1=O,x,-35.7%,x,2.5%,21.2%[9.22 µM],x,0.8%
CCC(CC)C(=O)c1c[nH]c(C(=O)NCc2ccco2)c1,-19.6%,-3.4%[46.1 µM],7.6%,-4.6%,-17.1%,0.6%,10.3%
CN(CC(=O)NCc1cccs1)S(=O)(=O)c1cccc2cccnc12,5.3%,-2.5%[46.1 µM],-1.0%[38.3 µM],8.3%,-10.8%,0.0%,-0.5%
CCCCC(=O)Nc1nc2c(OC)cc([N+](=O)[O-])cc2s1,u,-16.0%,5.4%,-0.1%,17.3%,3.2%,-7.9%
O=C(COC(=O)C12CC3CC(CC(Br)(C3)C1)C2)Nc1cccnc1Cl,u,-0.7%,-1.9%,-6.1%,21.4%,-1.8%,3.2%
O=C(CSc1nnc(CNC(=O)c2ccco2)o1)c1ccc(Cl)cc1,9.0%[0.0737 µM],7.8%[46.1 µM],-5.6%[38.3 µM],-0.9%,-1.4%,-1.0%,3.7%
CC1(C)CC(CC(=O)NNc2nc(-c3ccccc3)cs2)C(=O)O1 (stereo not drawn),-7.9%,8.1%,-9.0%,0.1%,-2.8%,-3.9%,3.6%
O=C(CSc1nc(C2CCCCC2)nc2ccccc12)NCc1ccco1,x,-52.0%,3.1%,-1.9%,3.4%[9.22 µM],-2.5%,11.7%
COC(=O)CCCC1=CC2=CC(=O)C(C)(OC(=O)c3cccs3)C(=O)C2=CN1CC(C)C (stereo not drawn),-3.1%[9.22 µM],-2.1%,2.5%,-0.7%,7.8%[9.22 µM],-3.2%[7.66 µM],19.6%[13.1 µM]
COC(=O)N/N=C1\CCCc2ccccc21,u,13.4%,4.3%,0.0%,-14.2%,-1.0%,3.3%
CCCCNC(NCCCC)=C(S(=O)(=O)CC)S(=O)(=O)CC,-9.8%,-9.4%[46.1 µM],11.0%[38.3 µM],4.0%,u,-1.4%,-2.6%
CCC1(c2ccc(Cl)cc2)NC(=S)N(c2ccc(C)cc2)N1 (stereo not drawn),-11.8%,-16.9%,-3.6%,1.1%,24.5%,1.9%,1.1%
CCc1ccccc1NC(=O)CSc1nc2c(c(-c3ccco3)c1C#N)CCCC2,-4.6%,u,u,4.9%,11.0%[9.22 µM],-4.5%,0.3%
Cc1ccccc1NS(=O)(=O)c1cc(C(=O)Nc2cccc([N+](=O)[O-])c2)ccc1C,u,-32.9%,4.4%,0.2%,u,-2.7%,u
CCOC(=O)c1c(NC(=O)Cn2cc([N+](=O)[O-])cn2)sc2c1CCC2,13.2%,-15.2%[46.1 µM],15.5%[38.3 µM],3.6%,6.1%,0.1%,-2.9%
CC1=C(C(=O)Nc2ccccc2)C(c2ccco2)C(C#N)=C(SCC(=O)Nc2cccc(C)c2C)N1 (stereo not drawn),-0.5%,u,13.7%[38.3 µM],0.0%,8.1%,-0.4%,1.7%

# Structures shown so far that have bromine, in the order listed:
SMILES,Lamin A splicing,NPSR antag,IMPase Li cell,Epigenetic reg,HttQ103 aggreg,KinaseGlo FLuc,CBFb RUNX1 block
CC(C)(C)c1ccc(OCC(=O)NCc2ccco2)c(Br)c1,2.5%,-21.3%[46.1 µM],0.6%[38.3 µM],4.8%,24.0%,0.9%,-9.1%
O=C(COC(=O)C12CC3CC(CC(Br)(C3)C1)C2)Nc1cccnc1Cl,u,-0.7%,-1.9%,-6.1%,21.4%,-1.8%,3.2%

# High-throughput results: PubChem BioAssay, National Center for Advancing Translational Sciences (NCATS)
